Rad51 HR inh: blocks human Rad51 in homologous recombination; 200,000 tested, 0.085% active; Q06609; inhibition, % at 10 µM; hRad51 DNA strand exchange, fluorescence dequenching;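 active = inhibition above 40% at the single screening dose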;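 note: 0% = DMSO control wells and 100% = blanks with heterologous ssDNA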
Target sequence (Q06609 whole entry, looked up): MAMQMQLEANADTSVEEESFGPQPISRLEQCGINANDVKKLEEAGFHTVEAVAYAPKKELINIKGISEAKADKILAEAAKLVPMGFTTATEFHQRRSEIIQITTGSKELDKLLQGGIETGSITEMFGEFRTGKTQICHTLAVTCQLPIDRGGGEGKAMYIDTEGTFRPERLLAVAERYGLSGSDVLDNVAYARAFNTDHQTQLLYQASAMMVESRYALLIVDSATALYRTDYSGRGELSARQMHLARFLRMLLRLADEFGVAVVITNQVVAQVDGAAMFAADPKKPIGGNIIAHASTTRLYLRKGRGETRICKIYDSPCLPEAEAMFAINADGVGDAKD
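material = hRad51 filaments on single-stranded DNA | timing = filaments 15 min 37 °C, then compound 30 min | signal = FRET fluorescence dequenching, excitation 485 nm, emission 520 nm | benchmarks = control wells and blank wells on each plate | evaluation = percent inhibition relative to plate controls and blanks | compound = 10 µM final, single point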
FXIIa inh: inhibitors of human coagulation factor XIIa. P00748. purified FXIIa, Boc-QGR-AMC fluorogenic substrate, 2 h. inhibition, % at 5 µM. 220,000 tested, 0.3% active; in the data active = inhibition above about 40%;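 note: 0% = enzyme with no compound and 100% = blank without enzyme; many of its hits are not listed in these tables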
Target sequence (P00748 20-372 limits assumed): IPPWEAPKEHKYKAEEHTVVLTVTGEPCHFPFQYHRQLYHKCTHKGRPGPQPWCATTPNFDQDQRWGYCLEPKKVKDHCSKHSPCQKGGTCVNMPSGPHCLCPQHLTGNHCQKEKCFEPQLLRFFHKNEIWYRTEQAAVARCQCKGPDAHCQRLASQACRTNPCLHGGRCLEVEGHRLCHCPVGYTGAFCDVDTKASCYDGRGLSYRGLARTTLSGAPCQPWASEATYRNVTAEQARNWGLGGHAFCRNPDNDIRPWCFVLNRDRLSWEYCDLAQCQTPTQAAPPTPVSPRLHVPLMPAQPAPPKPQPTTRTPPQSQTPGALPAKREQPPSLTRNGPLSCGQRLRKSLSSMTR
Target sequence (P00748 373-615 limits assumed): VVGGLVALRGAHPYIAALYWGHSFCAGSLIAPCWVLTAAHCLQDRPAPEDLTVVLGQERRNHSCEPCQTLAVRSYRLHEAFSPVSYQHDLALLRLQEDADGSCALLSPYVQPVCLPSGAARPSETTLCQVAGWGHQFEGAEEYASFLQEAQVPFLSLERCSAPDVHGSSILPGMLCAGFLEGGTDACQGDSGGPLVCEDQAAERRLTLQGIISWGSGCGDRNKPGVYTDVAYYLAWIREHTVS
Hck Nef HTS: blocks Nef-activated human Hck kinase | P08631 | Recombinant Hck-YEEI plus Nef, Z-Lyte FRET kinase assay | inhibition, % at 20 µM | 220,000 tested, 0.68% active;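 active = Hck-Nef kinase inhibition above about 50%, limit read from the data; inactive = inhibition below that limit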;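 note: 0% = DMSO with Hck plus Nef and 100% = Hck alone without Nef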
thrombin 1536: thrombin (human) inhibition. P00734. alpha-thrombin, Boc-VPR-AMC fluorogenic substrate cleavage. inhibition, % at 5 µM. 220,000 tested, 0.26% active;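 active = inhibition at or above 40%; inactive = inhibition below 40%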;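 note: 0% = enzyme with no compound and 100% = wells without enzyme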
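Material: Human alpha-thrombin protein | Buffer or medium: pH 7.5 Tris-saline with Tween 20 | Reagent: Boc-VPR-AMC substrate, 15 µM final | Schedule: Reaction at ambient temperature | Detection: AMC fluorescence at 355 nm excitation and 460 nm emission | Evaluation: Percent inhibition scaled between no-compound controls and no-enzyme blanks | Controls: no-compound enzyme wells and no-enzyme blanks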
Cl transport mod: modulates chloride dependent transport by human KCC2. B-score of Tl+ flux slope (higher = more flux/activation; lower = inhibition) at 10 µM. KCC2 cells, thallium flux FluoZin-2 fluorescence. 190,000 tested, 2.2% active;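 active = thallium flux slope and its plate-corrected score both differing from the plate sample mean at a set confidence after two filtering rounds, in either direction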;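 note: slope of fluorescence scaled to starting intensity during 10 to 20 s after thallium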
TNF death inh: inhibitors of TNF-alpha induced necroptosis in Jurkat FADD-/- cells; activation (protection from cell death), % at 10 µM; 220,000 tested, 0.068% active; Jurkat FADD-/- TNF necroptosis rescue, ATP luminescence, 24 h; 0 = TNF only, 100 = no-TNF cells;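 active = activation, meaning protection from cell death, of at least 50% relative to plate controls; inactive = activation below 50%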;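 note: necroptosis triggered by 40 ng/mL TNF-alpha added together with compound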
FXIa inh 1536: blocks human coagulation factor XIa protease activity; inhibition, % at 5 µM; P03951; AID 798; purified FXIa, Boc-Glu-Ala-Arg-AMC fluorogenic substrate; 220,000 tested, 0.14% active;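 active = inhibition of at least 40%; inactive = inhibition below 40%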;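 note: fluorescence of freed AMC excited at 355 nm; 0% = enzyme without compound and 100% = no enzyme blank; many of its hits are not listed in these tables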
KLK5 inh: blocks human kallikrein 5 protease activity | Q9Y337 | recombinant hK5, fluorogenic AMC substrate cleavage | inhibition, % at 5 µM | 210,000 tested, 0.59% active | AID 873;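 active = inhibition of 40% or more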;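 note: 0% = enzyme controls without compound and 100% = no-enzyme blanks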
L929 necroptosis: L929 zVAD cell death inhibition; viability rescue, % at 10 µM; L929 zVAD necroptosis rescue, ATP luminescence, 24 h; with zVAD 60 µM; AID 1377; 220,000 tested, 0.38% active;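 active = activation, scaled between plate controls, above about 75%, limit read from the data; inactive = activation under that limit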;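 note: 0% = zVAD with DMSO and 100% = DMSO alone without zVAD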
An asterisk follows results filed as active; . = not tested or not shown. These rows are one share of the data. The share of hits here may be higher or lower than overall.

SMILES | Rad51 HR inh | FXIIa inh | Hck Nef HTS | thrombin 1536 | Cl transport mod | TNF death inh | FXIa inh 1536 | KLK5 inh | L929 necroptosis
CC(=N)c1c(O)c2ccccc2oc1=O | -6.4 | 6.2 | -1.0 | 1.6 | 0.472 | -0.1 | -1.0 | 0.8 | 0.5
Cc1ccc(S(=O)(=O)N(CC(=O)O)c2ccc(Cl)c(C(F)(F)F)c2)cc1 | -2.3 | 19.9 | -22.1 | 16.4 | -0.941 | 0.9 | 31.6 | 34.1 | 0.8
CC(C)CNS(=O)(=O)c1ccc(S(=O)(=O)NC2CCOC(C)(C)C2)cc1 (stereo unspecified) | . | . | -8.2 | . | 0.409 | -0.3 | . | . | -0.6
O=C1CNC(=O)/C1=C\N1CCCCC1 | . | 3.6 | -0.1 | -4.4 | 0.821 | 1.2 | -5.6 | -1.4 | 1.3
Cc1ccc(CNC(=O)CSCc2ccc(F)cc2)cc1 | 46.1* | 2.3 | 11.1 | 0.5 | -2.62 | 9.2 | -4.7 | -25.7 | 2.3
O=C(Nc1ccccc1Oc1ccccc1)c1ccc(Br)o1 | 11.3 | 14.9 | -1.3 | 0.0 | -0.0148 | -1.3 | 7.6 | -23.9 | -0.8
Cc1ccc2oc(=O)c3cnn(CC(=O)NCCCOC(C)C)c3c2c1 | 1.5 | 1.1 | 0.5 | -7.8 | 0.127 | -0.2 | -10.3 | -6.2 | 0.1
CCS(=O)(=O)n1nc(-c2ccc(OC)cc2)nc1SC | 8.0 | 10.2 | 0.9 | 1.7 | . | 2.1 | 4.3 | -3.2 | 0.8
c1ccc(Nc2cccc(Nc3ccccc3)n2)cc1 | 0.7 | 2.1 | 11.3 | -3.5 | -0.276 | 1.6 | -3.7 | 2.5 | 0.1
COc1cc(C(=O)CSc2nnc(-c3ccc(O)cc3)n2CC2CCCO2)ccc1NC(C)=O (stereo unspecified) | -5.9 | 19.6 | 1.4 | 16.4 | . | 0.9 | 18.3 | -5.4 | 2.4
O=C(Nc1ccccn1)C1(c2cccs2)CCOCC1 | 0.3 | 13.7 | 8.4 | -0.8 | 1.88 | 1.1 | 12.7 | 1.4 | -0.8
Cc1cc(C)cc(OCC(=O)N/N=C/c2ccccn2)c1 | 4.7 | 8.7 | 23.4 | -0.5 | -0.681 | 1.6 | 2.5 | -0.7 | 0.2
CCN(CC)c1ccc(/C=N/NC(=O)c2ccc(Br)o2)cc1 | 21.2 | 0.3 | 2.8 | -5.2 | -2.44 | -3.0 | -8.0 | -13.3 | 2.5
O=C1CC(N2CCN(c3cccc(C(F)(F)F)c3)CC2)C(=O)N1c1ccccc1 (stereo unspecified) | -3.0 | -2.9 | 0.6 | -1.5 | -0.482 | -1.1 | 4.1 | -9.4 | 0.1
CN1CCN(C(=O)c2ccc(Cl)c(S(=O)(=O)N3CCCCCC3)c2)CC1 | 1.6 | 7.4 | -13.8 | -6.0 | 0.954 | 0.7 | -0.3 | 1.4 | 1.0
CCc1c(C)nc2ncnn2c1Nc1ccc(C#N)c(Cl)c1 | 9.8 | 14.3 | 2.6 | 3.4 | -1.31 | 0.8 | -14.9 | 7.6 | -0.1
Cc1ccc(S(=O)(=O)Nc2ccc(NC(=O)CN3CCCCC3)cc2)cc1 | -11.4 | 7.8 | -10.0 | 2.0 | -0.0106 | 3.9 | 6.2 | 5.7 | .
COC(=O)CSc1nnc(C)n1-c1cccc(OC)c1 | -3.0 | 6.7 | 0.8 | 0.2 | 0.327 | -0.6 | 0.2 | -6.9 | 0.1
COC(=O)c1[nH]c2cc(OC)ccc2c1NC(=O)CN1CCN(c2cccc(C)c2)C(C)C1 (stereo unspecified) | 0.9 | 1.9 | -0.6 | -7.7 | . | -1.8 | -5.1 | 1.1 | 0.4
CCCCC1=CC2=CC(=O)C(C)(OC(=O)CC)C(=O)C2=CN1CC(C)C (stereo unspecified) | 1.1 | 8.0 | 19.0 | 0.0 | 0.6 | -2.0 | 2.5 | -0.2 | 0.4
COC(=O)c1ccc2c(c1)NC(=O)C1CCCN21 (stereo unspecified) | -5.0 | 12.3 | . | 2.4 | . | . | 9.3 | -6.2 | .
Cc1c(NC(=O)CSc2nnc(-c3cccc(Cl)c3)o2)c(=O)n(-c2ccccc2)n1C | -2.2 | 11.7 | 2.3 | 1.2 | -0.0236 | 0.0 | 3.8 | -11.4 | 1.6
Cc1cccc(S(=O)(=O)N2CN(Cc3ccco3)c3nc4ccccc4nc32)c1 | -33.2 | 14.8 | 5.0 | 2.0 | . | -2.1 | 4.9 | -8.3 | -0.5
CCc1noc(C)c1C(=O)Nc1nc(-c2ccc(Cl)cc2Cl)c(C)s1 | 2.0 | 10.3 | 3.0 | 4.2 | 0.35 | -1.5 | -6.8 | -25.2 | 0.6
CC1=CC(C)(C)N(S(=O)(=O)c2ccc(C)cc2)c2ccccc21 | -0.8 | 9.3 | 0.4 | -0.3 | 0.0572 | -17.9 | 1.6 | -5.4 | -1.2
COc1ncnc2c1NC1=C(S2)C(=NCCC(=O)O)CC(C)(C)C1 | -3.2 | 6.9 | -0.3 | 1.0 | 0.0218 | -1.9 | -1.1 | 3.3 | 0.2
Cc1ccc(Nc2nc(Nc3ccc(C)cc3)nc(SC3=NCCS3)n2)cc1 | . | -14.6 | -1.5 | -8.3 | . | -3.2 | -6.2 | -4.5 | -0.2
CSc1ncccc1C(=O)OCC(=O)c1ccccc1 | 6.1 | -1.3 | 5.7 | -0.5 | 0.397 | -0.4 | -5.8 | -8.8 | 0.5
Cc1ccc(C2CC(c3cccs3)=NN2C(=O)CSC2=NN3CCCC(=O)N=C3S2)cc1 (stereo unspecified) | 3.3 | 5.3 | 0.2 | -8.5 | -0.537 | -3.4 | -4.7 | -30.3 | 0.1
Cc1nnc(NC(=O)c2ccccc2Br)s1 | -4.7 | 9.0 | 0.1 | 1.6 | 2.04 | 1.5 | 1.9 | 3.4 | 0.3
CCOC(=O)c1cnc2c(-c3ccc(F)cc3)cnn2c1C(F)(F)F | 1.3 | 0.2 | 81.9* | -0.9 | -0.407 | -4.8 | -6.4 | -7.7 | 3.7
COc1ccc(OCC(=O)Nc2nnc(-c3ccco3)s2)cc1 | . | 17.6 | 3.0 | 24.5 | -0.853 | -0.3 | 16.3 | 7.9 | .
CCOc1ccc(NC(=O)CN2CCN(S(=O)(=O)c3ccc(Cl)cc3)CC2)cc1 | -1.9 | 19.6 | 1.1 | 3.6 | -0.0183 | -2.8 | 0.2 | -8.6 | 0.8
CCOCCCN(C(=O)c1ccco1)C(C(=O)NC1CCCC1)c1cccc(OC)c1OC (stereo unspecified) | -0.9 | -6.1 | -1.4 | -1.5 | -1.93 | -0.2 | -15.8 | -36.4 | -0.2
CCCOc1ccc(/C(O)=C2\C(=O)C(=O)N(CCCOC)C23C(=O)N(C)c2ccccc23)cc1 (stereo unspecified) | -11.0 | 23.3 | 0.5 | -2.2 | 0.475 | -0.5 | 17.0 | 1.6 | 0.6
Cn1c(=O)c2c(nc(SCc3nn[nH]n3)n2Cc2ccccc2F)n(C)c1=O | -3.6 | 14.9 | 7.6 | 0.5 | 1.14 | -1.3 | 4.4 | -28.9 | -0.1
CN(NS(=O)(=O)c1ccccc1)c1nc2ccccc2nc1C(F)(F)F | -0.9 | 19.6 | -16.9 | 2.5 | 1.47 | 0.0 | 2.7 | 18.0 | -0.2
O=C(O)c1cc(NCc2ccc3c(c2)OCO3)ccc1N1CCOCC1 | -1.9 | 1.3 | 1.9 | -6.3 | . | -3.8 | -1.4 | -2.4 | 0.0
CCNC(=S)NNC(=O)CCn1cc(C)cn1 | . | 10.8 | 0.6 | -1.3 | 0.688 | 1.5 | 7.0 | -11.1 | 1.4
O=c1[nH]c(=O)n(C2CCCCCC2)c(O)c1C=NCc1ccc(F)cc1 | -7.3 | -4.4 | 0.7 | -6.7 | -1.03 | -1.2 | -7.0 | 9.7 | -0.1
COCCNC(=S)N/N=C(\C)c1ccc(OC)cc1 | -10.6 | 16.7 | 4.7 | -2.6 | -0.0879 | 1.6 | 21.4 | -13.4 | -0.3
CC1(C)CN(c2ccc(N3CC(C)(C)C3=O)cc2)C1=O | 11.4 | 6.2 | 26.3 | -0.2 | . | 1.8 | -1.7 | 15.1 | 4.4
O=C(NNC(=S)Nc1ccc(Br)cc1Cl)c1ccco1 | -6.9 | 9.0 | 1.4 | -11.3 | 1.23 | 0.1 | 3.8 | -77.1 | -0.5
CC(=O)c1cccc(NC(=O)NCc2ccco2)c1 | -4.0 | 2.5 | 6.2 | -5.4 | -0.76 | -2.8 | -0.1 | -3.7 | -0.5
Cc1cc2nc(SCC(=O)Nc3nonc3C)c3c(c2cc1C)CCCC3 | -4.1 | 3.0 | -7.4 | 0.8 | 0.464 | 1.7 | 4.9 | -13.8 | 2.1
CC(C)(C)c1cc[n+](/C(C(=S)NC2CC2)=C(/[O-])c2ccc(Cl)s2)cc1 | -5.0 | -5.1 | 0.5 | -2.9 | 0.124 | -1.3 | -6.7 | 5.5 | -0.6
Cn1c(C(=O)OC(C(=O)NCc2ccco2)c2ccncc2)cc2sccc21 (stereo unspecified) | -1.3 | 16.4 | -25.0 | -0.1 | -1.56 | -0.4 | 1.7 | 1.1 | -0.2
Cc1ccc(C2c3c(oc4ccc(Cl)cc4c3=O)C(=O)N2CCCN2CCOCC2)o1 (stereo unspecified) | -8.0 | 10.8 | 0.2 | 3.0 | 6.58* | -1.4 | 2.5 | -3.3 | 0.3
CC(=O)c1c(C)[nH]c(C(=O)OCC(=O)NCCc2ccc(Cl)cc2)c1C | 3.2 | 13.7 | 5.3 | 5.5 | -0.157 | 1.3 | 3.6 | 1.3 | -0.2
Cc1c(Nc2nc(-c3cccc([N+](=O)[O-])c3)cs2)c(=O)n(-c2ccccc2)n1C | . | 8.2 | 9.0 | 4.3 | . | 0.7 | 3.0 | . | -0.8
COc1cccc(CNC(=O)c2ccccc2N)c1 | 1.4 | 7.9 | 0.8 | -0.4 | 0.551 | 0.3 | -5.0 | -5.9 | 0.0
CC(SC1CCCC1)C(=O)Nc1ccnn1C(C)C (stereo unspecified) | -0.3 | -12.0 | 0.3 | -8.8 | . | -0.4 | 3.1 | -19.4 | 0.7
Cc1[nH]c2ccccc2c1C(=O)CSc1cccc[n+]1[O-] | -7.6 | 2.6 | 11.6 | -4.2 | 0.791 | -1.1 | 4.0 | 8.1 | 0.4
O=C(CCSc1nnnn1-c1ccccc1)N1CCOCC1 | -6.0 | 9.6 | -0.7 | -3.5 | 0.473 | 0.6 | -1.8 | -2.9 | 0.4
CCOC(=O)c1ccc(NC(=S)NNC(=O)COC)cc1 | -2.5 | 12.3 | 5.8 | -8.0 | -0.0125 | 1.1 | 6.6 | -31.6 | 1.1
Cc1c(C(N)=O)c(-c2ccccc2)nn1-c1ccccc1 | 7.2 | 2.2 | 3.0 | -3.6 | 1.2 | 2.4 | 0.0 | -6.1 | -0.4

Screens (PubChem BioAssay)
